High-throughput results: PubChem, several laboratories
CHRM4 antagonist – antagonists of human muscarinic M4 receptor (CHRM4); P08173; CHO-hM4 cells, ACh EC80, Fluo-8 calcium fluorescence; inhibition, % at 3 µM; 360,000 compounds, 0.73% hits;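 active = inhibition above its plate's cutoff, the mean inhibition of sample wells plus 3 SD, cut at about 27% in these data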;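 note: 0% = acetylcholine EC80 with DMSO and 100% = DMSO without agonist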
CRFBP-R2 agonist – agonists of human CRF-binding protein/CRF-R2 receptor complex; HEK293 CRF-R2/CRF-BP, calcium dye fluorescence (FLIPR); percent of saturating CRF peptide response; activation, % at 13.2 µM; 350,000 compounds, 0.46% hits; AID 588473;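 active = activation of at least 50%, plus an integration ratio under a set limit after plate pattern correction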;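 note: plate controls were neutral control wells without compound for no effect and CRF at EC100 for full effect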
CHRM4 agonist – CHRM4 agonism in calcium assay; P08173; 360,000 compounds, 0.14% hits; activation, % at 3 µM; CHO-K1 hM4/Gqi5, Fluo-8 calcium fluorescence; vehicle 0%, full acetylcholine response 100%;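 active = activation above the run mean over all test wells plus 3 SD, cut at about 32% in these data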;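 note: peak over basal fluorescence ratio per well then scaled between controls; 0% = DMSO wells and 100% = acetylcholine at EC100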
M1 PAM – potentiates human M1 receptor response to acetylcholine; CHO-K1 hM1, Fluo-8 calcium fluorescence, ACh EC20; 0% = ACh EC20, 100% = maximal ACh; activation, % at 3 µM; 360,000 compounds, 0.088% hits; AID 588819; in the data active = activation above about 19%, passing the limit was not always enough
Target sequence (P11229 whole entry, looked up): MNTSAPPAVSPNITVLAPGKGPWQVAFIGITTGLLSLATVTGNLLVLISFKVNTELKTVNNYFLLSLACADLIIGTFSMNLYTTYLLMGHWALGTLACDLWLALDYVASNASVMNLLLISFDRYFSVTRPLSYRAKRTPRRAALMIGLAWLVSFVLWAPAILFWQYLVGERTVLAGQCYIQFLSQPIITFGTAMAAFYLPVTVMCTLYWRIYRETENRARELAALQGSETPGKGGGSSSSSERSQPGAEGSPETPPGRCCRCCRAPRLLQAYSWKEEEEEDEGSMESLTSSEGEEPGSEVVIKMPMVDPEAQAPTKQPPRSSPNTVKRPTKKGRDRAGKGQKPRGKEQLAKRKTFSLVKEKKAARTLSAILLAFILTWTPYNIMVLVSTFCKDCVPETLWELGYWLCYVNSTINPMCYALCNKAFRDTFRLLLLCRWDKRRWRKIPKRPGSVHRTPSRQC
CHRM5 agonist – agonists of human muscarinic M5 receptor (CHRM5); P08912; CHO-K1 hM5 cells, Fluo-8 calcium fluorescence; 0% DMSO wells, 100% maximal acetylcholine response; activation, % at 3 µM; 360,000 compounds, 0.19% hits; AID 624037;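 active = activation above the run's mean over test compounds plus 3 SD, cut at about 23% in these data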;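 note: signal is peak over basal fluorescence ratio across the kinetic read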
Target sequence (P08912 whole entry, looked up): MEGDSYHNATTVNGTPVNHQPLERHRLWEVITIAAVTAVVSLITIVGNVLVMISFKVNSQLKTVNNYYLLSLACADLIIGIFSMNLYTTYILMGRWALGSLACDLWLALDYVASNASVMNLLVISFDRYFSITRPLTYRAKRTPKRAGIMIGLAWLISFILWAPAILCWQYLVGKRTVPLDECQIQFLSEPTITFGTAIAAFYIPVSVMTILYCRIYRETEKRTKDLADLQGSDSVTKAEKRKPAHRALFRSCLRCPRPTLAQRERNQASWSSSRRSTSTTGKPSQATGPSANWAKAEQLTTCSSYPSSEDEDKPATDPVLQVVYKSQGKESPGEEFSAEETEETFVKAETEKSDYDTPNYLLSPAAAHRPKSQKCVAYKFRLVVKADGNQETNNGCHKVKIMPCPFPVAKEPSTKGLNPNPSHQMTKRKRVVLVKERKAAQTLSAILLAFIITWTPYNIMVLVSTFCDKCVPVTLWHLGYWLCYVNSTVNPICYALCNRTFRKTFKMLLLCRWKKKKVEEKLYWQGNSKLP
CHRM4 PAM – positive allosteric modulators of human muscarinic M4 receptor | P08173 | CHO-K1 hM4/Gqi5, Fluo-8 calcium fluorescence, ACh EC20; 0% = ACh EC20, 100% = maximal ACh | activation, % at 3 µM | 360,000 compounds, 0.4% hits;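 active = activation above its plate's cutoff, the mean activation of sample wells plus 3 SD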; note: some results filed as inactive read as strong as hits
CHRM5 PAM – CHRM5 positive allosteric modulation. activation, % at 3 µM. AID 624038. 360,000 compounds, 0.3% hits. CHO-K1 hM5, Fluo-8 calcium, ACh EC20 PAM; 0% = ACh EC20, 100% = ACh EC100. P08912;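 active = activation above the run cutoff, the mean activation of all test compounds plus 3 SD, cut at about 18% in these data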
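Assay system – human M5 receptor in CHO-K1 cells · Read-out – % activation, ACh-normalized · Technique – Fluo-8 calcium fluorescence · Dosing – single-point, 3 µM nominal · Incubation – Fluo-8 loading 80 min at 37 °C plus 30 min room temperature · Repeats – singlicate, one well per test compound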
M5 antag – blocks acetylcholine activation of human M5 receptor; P08912; CHO-hM5 cells, Fluo-8 calcium fluorescence, ACh EC80; inhibition, % at 3 µM; 360,000 compounds, 0.59% hits; AID 624040;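 active = inhibition above a per-plate cutoff, the mean of that plate's test compounds plus 3 SD, cut at about 27% in these data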;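 note: 0% = acetylcholine EC80 with DMSO and 100% = DMSO without agonist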
M1 antag – antagonists of human M1 muscarinic receptor; 360,000 compounds, 1.3% hits; inhibition, % at 3 µM; AID 588852; P11229; CHO-K1 hM1, Fluo-8 calcium fluorescence, ACh EC80 antagonist;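 active = percent inhibition above its own plate's cutoff, namely the mean of that plate's compound wells plus 3 SD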;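 note: peak over basal fluorescence ratio during 140 s after agonist addition; 0% = ACh EC80 plus DMSO and 100% = DMSO alone without agonist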
* hit, by the source's call; / = no result given; & = joins results of further samples.

SMILES	CHRM4 antagonist	CRFBP-R2 agonist	CHRM4 agonist	M1 PAM	CHRM5 agonist	CHRM4 PAM	CHRM5 PAM	M5 antag	M1 antag
COc1ccc(CNC(=O)COC(=O)c2ccc(C(=O)c3ccccc3)cc2)cc1	-21	-1.2	16	5	1	4	4	-9	-23
O=C(CCC1CCCCC1)Nc1ncn[nH]1	4	-0.1	0	10	1	1	0	-1	-5
CCOC(=O)c1sc2nc3c(SCCC#N)cc(C(=O)c4cc(F)ccc4O)cn3c(=O)c2c1C	2	7.8	1	6	0	-4	1	-2	-1
O=C1OC(c2ccccc2)=CC1=Cc1ccccc1O	-3	1.8	3	4	-1	6	-3	21	-8
COc1ccc(/C=C/c2onc(C)c2S(=O)(=O)N2CCC(C(=O)N3CCC(C)CC3)CC2)cc1	-7	3.0	7	-8	-4	-11	-8	4	6
O=C(NCCCN1CCCC1=O)c1ccc(OCc2ccccc2)cc1	6	-4.2	1	5	0	6	1	1	-7
O=C(Nc1ccccc1)c1ccc(S(=O)(=O)N2CCCCC2)cc1	2	-0.7	6	1	2	-3	-5	4	-4
Cc1cc(NC(=O)C(C)SCC(=O)Nc2cc(C(F)(F)F)ccc2N2CCCCC2)no1 (stereo not given)	-10	7.3	0	-1	-5	6	-9	9	1
Cc1cc(OC(=O)c2ccc(S(=O)(=O)N(C)C)cc2)cc(=O)o1	-6	0.4	0	5	-8	3	-3	-6	-6
CC(=O)NCCC1CCN(C(=O)C2CCC(=O)N(C3CCCC3)C2)CC1 (stereo not given)	14	-1.0	0	1	-2	-2	-4	9	-2
N/C(=N\c1nc2ccccc2o1)NC(=O)c1ccccc1Br	5	4.4	1	-3	-3	-6	2	9	-14
Cc1nc(-c2ccc(S(=O)(=O)N3CCN(C4c5ccccc5-c5ccccc54)CC3)s2)cs1	1	4.2	0	10	0	5	4	9	-13
N#Cc1c(N)n(-c2ccccc2N)c2nc3ccccc3nc12	2	-5.2	1	15	2	3	-3	17	-14
COc1ccccc1N(Cc1cc2cccc(C)c2[nH]c1=O)C(=O)C(C)C	4	-2.3	2	7	4	13	2	0	-5
CCCCN(C(=O)c1cc2c(s1)CCC2)c1c(N)n(CCC)c(=O)[nH]c1=O	-24	0.1	0	8	3	8	6	-6	-18
CC(=O)NS(=O)(=O)c1ccc(NC(=S)NC(=O)C2CCC2)cc1	-1	0.3	0	3	-3	-1	10	-7	-4
c1ccc(CNc2ncn[nH]2)cc1	-5	0.0	1	5	3	4	0	10	-3
CCN1CCN(c2cc(C)c3cc(NC(=O)c4ccc(OC)c(OC)c4)ccc3n2)CC1	-12	0.6	1	9	-2	0	0	7	-13
COc1ccc(CCNC(=O)C2CC(c3cccc(F)c3)=NO2)cc1 (stereo not given)	9	-2.6	1	-2	1	-3	-4	13	5
CC(C)(C)C(c1nc2ccccc2[nH]1)n1c(-c2cccc(S(C)(=O)=O)c2)nc2ccccc21 (stereo not given)	-13	/	1	/	0	-4	-4	-4	/
O=C(c1ccco1)N1CCN(C(=O)c2cc3c(s2)-c2ccccc2OC3)CC1	-1	5.9	5	-6	0	3	-9	2	-7
CCOc1ccc(NC(=O)CN2CCN(CC(=O)Nc3ccc(C(N)=O)cc3)CC2)cc1	-1	0.4	2	2	-2	-1	-4	4	-6
CC(C)CN(CC(C)C)C(=O)Cc1coc2ccc3ccccc3c12	1	0.7	0	6	-2	-3	7	-12	-16
COc1cc(C=O)ccc1OCc1ccncc1	-9	-3.2	2	20	-3	4	-2	3	-1
CCn1c(SCC(=O)N/N=C/C=C\c2ccco2)nc2ccccc21	3	3.7	1	5	0	1	5	-4	-8
CC(=O)OC[C@@H]1CN(Cc2ccccc2)C[C@H](n2cnc3c(NC4CCC4)ncnc32)O1	-15	/	3	10	0	2	4	-4	-17
C=CCn1c(Cc2ccc(OC(C)C)c(Cl)c2)nnc1SCC(N)=O	-7	-3.0	1	4	-5	13	2	-10	-4
CCC(c1nnnn1-c1ccc2c(c1)OCCO2)N1CCN(c2ccc(C)cc2)CC1 (stereo not given)	7	/	8	/	3	-1	-9	16	/
Cc1cc(C(F)(F)F)c(C#N)c(=O)[nH]1	-1	2.8	1	6	-2	0	7	-4	-7
Cc1c(NC(=O)OCCNC(=O)Nc2ccccc2)sc(=S)n1C	8	0.4	0	3	-3	10	5	0	-6
COc1cccc(CNc2ncnc3cc(Cl)ccc23)c1	8	-2.9	12	0	3	-13	-9	15	8
Cc1nn(CC(O)Cn2c3c(c4ccccc42)CCN(C)C3=O)c(C)c1Br (stereo not given)	0	-1.6	6	3	0	-7	-8	11	2
CSC(=NCCCN1CCOCC1)NS(=O)(=O)c1cccs1	-14&3	2.1&-0.6	1&0	8&4	-4&-1	7&10	5&-1	16&-1	-14&-7
COc1ccc(CNn2c(-c3cccc(C)c3)nc3ccccc3c2=O)cc1OC	-4	-1.2	10	-7	6	-11	-8	2	17
CC(C)NC(=O)Cn1cnc2c1c(=O)n(C)c(=O)n2C	8	-0.9	0	-2	-4	-1	9	3	2
COc1ccc(NC(=O)Cn2nnc(C(=O)Nc3ccc(F)c(Cl)c3)c2N)cc1OC	2	4.8	-1	14	0	6	9	-4	-14
O=C(CS(=O)(=O)c1ccc(Cl)c(Cl)c1)Nc1ccccc1Cl	-19	-0.7	1	1	-4	2	-4	2	6
Cc1nc2nc(Cc3ccccc3)nn2c(C)c1Cl	6	-3.6	-1	8	-2	-3	2	0	-7
O=C(N/N=C/c1ccc(O)c(O)c1)c1ccc(CSc2cccc3cccnc23)cc1	16	-1.2	1	4	1	-1	-2	6	-2
CC(=O)NC(=S)Nc1ccccc1C(=O)NC1CCCCC1	1	-0.9	0	8	-3	3	4	-3	-6
COc1ccc(-c2cc(C(=O)N3CCCC(C(F)(F)F)C3)c3ccccc3n2)cc1 (stereo not given)	-11	0.8	16	-2	-3	-2	-19	11	4
COc1ccc(NC(=O)/C=C/c2ccc(C)o2)cc1S(=O)(=O)N1CCOCC1	0	-1.7	1	8	-1	0	2	-7	-2
CSCc1ccc(C(=O)NC(C)c2ccc(-n3ccnc3)cc2)cc1 (stereo not given)	8	-0.9	1	5	-2	-3	-1	6	-3
Cn1cnnc1SCC(=O)NNC(=O)COc1ccc(Br)cc1	-1	0.6	/	-3	-5	-3	-6	-1	0
CCCC[n+]1c(C)sc2cc(OC)ccc21	7	0.2	-1	9	2	4	11	3	0
Cc1ccc(S(=O)(=O)NCc2csc(C)n2)cc1	2	0.0	0	11	-2	-6	7	0	-9
N=C1N(c2ccccc2)C(=S)C(=Nc2ccccc2)N1c1ccccc1	-1	6.7	1	0	2	0	7	7	-2
COc1ccc(Oc2ccccc2C#N)cc1	-7	-0.2	0	4	-1	-5	3	6	5
O=C1NC(=O)/C(=C/c2ccccc2Cl)N1	0	-1.0	1	11	-1	1	0	4	-14
CN(C)S(=O)(=O)N(CC(=O)N1CCN(c2ccccc2)CC1)c1ccccc1	5	-1.1	1	3	1	-8	-4	6	-2
C=CC[C@@H](CC(=O)N[C@@H](CO)Cc1ccccc1)C(=O)N[C@@H](C)COC(=O)[C@@H](CC=C)Cc1ccc(F)cc1	-10	-1.3	4	10	-1	11	-9	18	1
Cc1ccc(S(=O)(=O)CCC(=O)OCC(=O)NC2CCS(=O)(=O)C2)cc1 (stereo not given)	-8	-0.8	0	12	1	8	0	11	-13
COc1cccc(N(CC(=O)Nc2cccc(C(C)=O)c2)S(C)(=O)=O)c1	1	3.5	2	6	2	-5	0	2	-10
CCN1C(=O)C(=Cc2cccc(OC)c2Oc2ccc([N+](=O)[O-])cc2[N+](=O)[O-])SC1=S	-5	5.5	0	8	-5	5	1	-2	-10
COC1OC2COC(c3ccccc3)OC2C(O)C1NC(C)=O (stereo not given)	0	-3.0	-1	-5	2	4	3	-1	11
COc1cc(C(=O)NCCCNc2ccc([N+](=O)[O-])cc2)cc(OC)c1OC	4	-0.3	5	0	2	-5	-9	1	-2
CC(C)CCCN1C(Nc2ccccc2)=NC[C@@H]1Cc1ccccc1	12	-0.9	3	-5	-7	-3	-4	14	9
Cc1cc(C)nc(NCC(O)COc2ccccc2C)n1 (stereo not given)	3	-1.1	2	2	-5	8	-12	2	1
O=C(Cn1cc2c(n1)CCCCC2)Nc1ccccc1Br	-9	0.8	-1	4	0	-2	-1	-1	-7
CCC(=O)NNC(=O)CCC(=O)Nc1cccc(Cl)c1C	0	-2.1	1	3	1	0	-2	8	-3

Three entries picked at random from the list so far, as already listed:
SMILES	CHRM4 antagonist	CRFBP-R2 agonist	CHRM4 agonist	M1 PAM	CHRM5 agonist	CHRM4 PAM	CHRM5 PAM	M5 antag	M1 antag
Cn1cnnc1SCC(=O)NNC(=O)COc1ccc(Br)cc1	-1	0.6	/	-3	-5	-3	-6	-1	0
CC(C)CN(CC(C)C)C(=O)Cc1coc2ccc3ccccc3c12	1	0.7	0	6	-2	-3	7	-12	-16
Cc1ccc(S(=O)(=O)NCc2csc(C)n2)cc1	2	0.0	0	11	-2	-6	7	0	-9

(listing goes on)
SMILES	CHRM4 antagonist	CRFBP-R2 agonist	CHRM4 agonist	M1 PAM	CHRM5 agonist	CHRM4 PAM	CHRM5 PAM	M5 antag	M1 antag
COc1ccc(CNC(=O)CN(Cc2cccs2)C(=O)CCC(=O)Nc2ccccn2)cc1	-13	-4.3	8	9	3	4	0	-1	-5
COc1ccc(CCC(=O)Nc2cccc(S(=O)(=O)N(C)C)c2)cc1OC	12	-0.5	5	2	4	0	-1	7	-3
COC(=O)c1cccc(NC(=O)c2ccc[n+]([O-])c2)c1	-9	0.5	1	22	2	2	9	-4	-26
C#CCCc1ccccc1/C=[N+](/C)[O-]	24	-1.0	2	-14	-3	-11	-1	5	14
C=CCSc1nnc(NC(=O)C2CSC3(C)CCC(=O)N23)s1 (stereo not given)	-9	0.3	2	10	4	6	2	4	-17
CC(C)(C)NC(=O)c1ccc(COCC(F)(F)F)o1	-1	0.7	0	-8	2	-1	-2	-2	17
COc1cc(/C(C)=N/NC(=O)CN2CCN(S(=O)(=O)c3ccc(C)cc3)CC2)ccc1O	-1	-2.0	1	2	-3	-8	-2	9	-6
CC(=N\Nc1ccccc1)/C(=N/O)C(=O)Nc1ccccc1	-2	-0.6	1	1	-1	11	1	2	5
Cc1c(C#N)sc(C(N)=O)c1C	-1	-1.0	1	9	0	0	2	-4	0
CSc1ccccc1NC(=O)c1cc(-c2ccc3c(c2)OCO3)on1	12	2.2	2	-2	-2	-8	-4	10	9
O=C(NCc1ccc(OC(F)(F)F)cc1)c1ccc2c(c1)S(=O)(=O)c1ccccc1C2=O	-9	-2.0	2	3	3	-2	3	-2	0
COc1cc(/C=C/c2ccc(/C=C/c3cc(OC)c(OC)c(OC)c3)cc2)cc(OC)c1OC	-4	4.2	1	3	-1	2	10	-2	-15
CC1(C)CC(=O)C(C(c2cccc([N+](=O)[O-])c2)C2C(=O)CC(C)(C)CC2=O)C(=O)C1	-10	-3.8	0	5	-4	15	-3	0	-9
O=C(CCc1nc(-c2ccccc2)no1)NCc1ccccc1CN1CCOCC1	3	0.6	2	9	4	1	-12	7	-4
CCOCCCN(Cc1ccco1)S(=O)(=O)c1csc(C(N)=O)c1	-14	2.5	2	9	-1	5	0	-5	-10
